Cardio protect – cardioprotection against H2O2-induced cell death, primary screen, uHTS, H9c2 cells, ATPLite luminescence; actives 0.63% (n = 360,000); protection from H2O2 cell death, % at 20 µM; H9c2 cardiomyocytes, H2O2 injury protection, 2 h;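 active = compounds giving at least 50% protection of heart cells from peroxide-induced death in the single-dose screen, raw or plate-pattern-corrected value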;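 note: 0% = DMSO wells with peroxide and 100% = DMSO wells without peroxide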
aDG glyco act – activators of alpha-DG glycosylation, primary screen, uHTS, Pro5-aDG cells, AlphaScreen. alpha-DG glycosylation AlphaScreen (IIH6); 0% Pro5, 100% B10-LARGE cell signal. activation, % at 10 µM. actives 0.22% (n = 360,000);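 active = activation of at least 8% versus controls, or a plate z-score of at least 8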;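 note: Pro5 are CHO cells carrying HIG-tagged alpha-DG that lacks glycosylation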
ABHD5 PLIN5 PPI – ABHD5-PLIN5 interaction inhibitors, primary screen, cell lysate, split luciferase complementation, luminescence | Perilipin-5 (Homo sapiens) + 1-acylglycerol-3-phosphate O-acyltransferase ABHD5 (Homo … | Split G. princeps luciferase complementation, 4 h | inhibition, % at 4 µM | actives 0.78% (n = 360,000) | AID 602281, 2012;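 active = inhibition above the mean inhibition across every tested compound plus 3 SD, cut at about 22% in these data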;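 note: 0% = DMSO only wells and the 100% control is not disclosed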
m5-HT2A agonist – mouse Htr2a agonists via beta-arrestin recruitment, primary screen, cell-based, luminescence | CHO-K1 mHTR2A beta-arrestin complementation; percent of 30 µM serotonin response | activation, % at 7.6 µM | actives 0.66% (n = 360,000) | AID 624169, 2012;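 active = activation above a run cutoff, the mean activation of all tested compounds plus 3 SD, cut at about 14% in these data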;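 note: 0% = plate median of compound wells and 100% = 30 µM serotonin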
Target sequence (P35363 whole entry, looked up): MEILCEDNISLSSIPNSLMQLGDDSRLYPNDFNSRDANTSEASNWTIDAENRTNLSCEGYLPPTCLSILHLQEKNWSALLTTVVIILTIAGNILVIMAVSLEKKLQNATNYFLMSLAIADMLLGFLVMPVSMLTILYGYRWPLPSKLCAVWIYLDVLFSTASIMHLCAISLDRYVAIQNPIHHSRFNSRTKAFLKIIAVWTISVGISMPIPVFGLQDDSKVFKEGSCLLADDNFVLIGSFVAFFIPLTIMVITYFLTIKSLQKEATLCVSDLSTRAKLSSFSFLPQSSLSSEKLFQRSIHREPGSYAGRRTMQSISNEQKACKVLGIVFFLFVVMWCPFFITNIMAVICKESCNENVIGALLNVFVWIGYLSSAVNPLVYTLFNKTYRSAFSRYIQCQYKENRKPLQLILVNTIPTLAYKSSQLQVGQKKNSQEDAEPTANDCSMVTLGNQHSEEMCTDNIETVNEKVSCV
iPSC survival up – enhancers of single-cell hiPSC survival, primary screen, ATPlite luminescence. 100% = ROCK inhibitor wells, 0% = DMSO. survival enhancement, % at 20 µM. actives 0.044% (n = 360,000); in the data active = survival enhancement above about 18%;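 note: cells exposed to compounds for 16 hours before the ATP read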
Glyco luc inh – increase of ERlucT glycosylation luciferase signal, primary screen, N-linked glycosylation inhibitor project, D54 ERlucT cells, luminescence, set 2; D54 ERlucT glycosylation luciferase reporter, 24 h; percent of 100 nM tunicamycin response; reporter increase, % at 12.5 µM; actives 0.23% (n = 360,000); AID 588692, 2011;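 active = mean luciferase reporter signal, scaled so untreated is 0 and the glycosylation-blocking control 100, at or above a set limit in every replicate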;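 note: luciferase carries N-glycosylation sites so blocking glycosylation raises the light; 0% = median of neutral control wells and 100% = median of 100 nM tunicamycin wells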
ABCB6 inh 2 – ABCB6 transporter inhibitors, primary screen, K562-ABCB6 cells, flow cytometry, MLPCN library; ATP-binding cassette sub-family B member 6 (Homo sapiens), Q9NP58; K562-ABCB6 porphyrin accumulation, 1 h; stronger effect = lower value; fluorescence ratio to DMSO, % at 10 µM; actives 0.19% (n = 360,000);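 active = fluorescence ratio to DMSO below 75%, the collection mean minus 3 SD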;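 note: signal is porphyrin accumulated inside mitochondria; 100% equals median channel fluorescence of DMSO control wells; lower ratio means ABCB6 inhibition with less porphyrin fluorescence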
Exocytosis inh – LAMP-1 surface exposure blockers, TALL-104 cells – cell-based, flow cytometry, MLPCN library, primary screen; TALL-104 LAMP-1 surface exposure; cells stimulated with thapsigargin and PMA; inhibition, % at 10 µM; actives 0.66% (n = 360,000);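 active = inhibition above about 55%, limit read from the data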
MC4R antag cAMP – MC4R antagonists of cAMP signaling, primary screen, cell-based, TR-FRET, antagonist arm of biased-ligand search; inhibition, % at 6.5 µM; Melanocortin receptor 4 (Homo sapiens), P32245; AID 540295, 2011; MC4R-expressing cells, MTII-stimulated cAMP, LANCE TR-FRET; actives 0.48% (n = 360,000);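 active = inhibition above its plate's cutoff, the mean of tested wells on that plate plus 3 SD, cut at about 29% in these data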;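 note: 0% = Melanotan II alone and 100% = Melanotan II plus saturating MCL0020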
Target sequence (P32245 whole entry, looked up): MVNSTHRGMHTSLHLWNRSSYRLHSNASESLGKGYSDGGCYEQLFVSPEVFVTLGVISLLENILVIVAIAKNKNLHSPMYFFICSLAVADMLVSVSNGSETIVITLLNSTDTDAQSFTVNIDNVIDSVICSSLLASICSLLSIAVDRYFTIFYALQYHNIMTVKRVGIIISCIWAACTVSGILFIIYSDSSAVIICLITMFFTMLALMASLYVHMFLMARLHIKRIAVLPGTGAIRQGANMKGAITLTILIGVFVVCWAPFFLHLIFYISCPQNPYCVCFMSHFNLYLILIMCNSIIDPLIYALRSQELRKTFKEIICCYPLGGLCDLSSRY
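material = U2OS cells stably expressing human melanocortin 4 receptor (MC4R) | also added = Melanotan II challenge | dosing = single nominal compound dose of 6.5 µM | detection = TR-FRET with Eu-cAMP and labeled anti-cAMP, 671 nm | replication = singlicate | timing = compound 30 min, challenge 1 h, detection 1 h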
MC4R ag barr – MC4R agonists recruiting beta-arrestin, primary screen, cell-based, luminescence, agonist arm of biased-ligand search. activation, % at 8.9 µM. actives 0.98% (n = 360,000). U2OS MC4R beta-arrestin complementation; percent of melanotan II response, DMSO zero. Melanocortin receptor 4 (Homo sapiens), P32245;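 active = activation above a per-plate cutoff, the mean activation of sample wells on that plate plus 3 SD, cut at about 8% in these data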
Numbers without * were called inactive; . = no result given. An unsorted share of the library. Share with any hit: about 4.5%.

SMILES	Cardio protect	aDG glyco act	ABHD5 PLIN5 PPI	m5-HT2A agonist	iPSC survival up	Glyco luc inh	ABCB6 inh 2	Exocytosis inh	MC4R antag cAMP	MC4R ag barr
COc1ccc2ccc3ccc(OC)c(OC(C)=O)c3c2c1	-5	0.4	-2	-3	7.8	-4	96	23	-3	-2.0
N/C(CSc1nc(-c2ccccc2)c(-c2ccccc2)o1)=N\O	6	-0.5	-7	-6	2.1	4	107	-3	6	0.1
O=C(Nc1ccc([N+](=O)[O-])cc1)Nn1cnnc1	-5	0.1	2	5	-0.3	-2	91	-2	-1	-2.2
Cc1cc(C)c(NC(=O)C2CCCO2)c(C)c1 (stereo not drawn)	-1	0.0	6	1	0.7	3	104	-6	3	1.9
Cc1cc([N+](=O)[O-])ccc1NC(=O)c1cccc(NC(=O)C(C)C)c1	0	0.5	0	0	3.5	-1	95	1	15	0.3
Cc1ccc(C(=O)N2CCN(C(=O)CN3CCOCC3)C2)cc1	8	-0.3	-4	0	-1.3	3	200	-8	12	0.9
Cc1ccc(C(=O)NC(C)c2ccc(C)c(C)c2)s1 (stereo not drawn)	-4	0.0	0	-5	1.0	-3	101	-4	8	2.2
COc1ccc(NC(=O)CSc2nnc(Cc3cccs3)n2-c2ccc(C)cc2)cc1	-6	0.4	1	-2	-1.4	-3	89	1	18	-0.1
CC(=O)c1cccc(NC(=O)CN2CCc3cc4c(cc3C2C)OCCCO4)c1 (stereo not drawn)	-5	1.1	6	2	0.0	2	96	-1	-2	0.3
CNCC(=O)O	-7	0.0	5	-1	-0.7	1	96	1	5	-0.7
Cc1csc(N/N=C/c2c(F)cccc2Cl)n1	-1	-0.1	-8	-4	0.1	2	96	16	5	-1.6
Cc1cccc(C(=O)OCC(=O)c2ccc3c(c2)OCCO3)c1O	-20	-0.2	3	1	0.4	-10	96	-3	-1	11*
CCCOP(=O)(c1ccc(N(C)C)cc1)C(O)c1ccc(Br)cc1 (stereo not drawn)	-4	0.1	3	-1	0.6	0	94	38	3	0.3
COc1ccc(-n2c(=O)cc(N3CCN(c4ccccc4F)CC3)[nH]c2=O)cc1	-2	-0.1	-2	1	-0.9	-1	106	-2	12	-1.4
CCOC(=O)c1[nH]c2ccccc2c1NC(=O)c1ccc(S(=O)(=O)N2CCCC2)cc1	35	-0.2	6	1	1.0	-5	95	-7	-2	0.2
O=C(COc1cc(Cl)ccc1Cl)Nc1nnc(CC(=O)N2CCOCC2)s1	-3	0.0	0	0	-2.1	3	99	-4	0	-2.8
CCn1c(SCC(=O)N2CCC(C)CC2)nnc1-c1ccc(S(=O)(=O)N2CCN(C)CC2)cc1	-1	0.0	2	6	1.3	0	98	16	-2	2.4
CCOC(=O)[C@]12CCC=C1N(Cc1ccccc1)C(=O)[C@H](CC(=O)N1CCCCC1)C2	.	-0.3	-3	2	0.5	.	94	-7	.	.
O=C1CCC(C(=O)Nc2ccccc2N2CCCC2)=NN1	-1	0.0	7	5	-0.3	0	98	-1	6	-3.4
Cc1c(NC(=O)c2c(F)c(F)c(F)c(F)c2F)c(=O)n(-c2ccccc2)n1C	-2	0.3	-2	-1	-1.5	.	90	1	1	-2.4
O=C(Nc1cccc(C(F)(F)F)c1)Nc1nnc([C@@H]2C[C@H](O)[C@@H](CO)O2)s1	1	0.1	3	-3	-0.7	-4	99	-5	7	-0.9
Cc1ccc(S(=O)(=O)NNC(=S)Nc2c(Cl)cccc2Cl)cc1	0	0.0	-1	6	1.2	-2	99	2	0	-1.1
Cc1ccc(NS(=O)(=O)c2ccc3c(c2)NC(=O)CO3)cc1Cl	-6	0.0	-15	-2	-0.4	-2	97	0	-4	-1.5
COc1ccc(/C=N/NC(=O)c2c(C)nc3ccccn23)cc1[N+](=O)[O-]	8	0.0	-7	-4	-0.4	-1	90	-9	1	0.5
CC(=O)Nc1ccc(N(C(=O)c2cnccn2)C(C(=O)NC2CCCCC2)c2ccc(F)cc2)cc1 (stereo not drawn)	-7	0.0	-2	-8	-0.4	6	100	-13	3	-1.1
O=C1c2ccc(Br)cc2C(=O)N1c1ccc(Cl)cn1	2	-0.1	-1	0	-0.3	2	97	1	8	-0.1
O=C(NC(=S)Nc1ccc2c(c1)OCCO2)c1cccc2ccccc12	-16	-0.4	-5	6	-1.5	-1	97	5	-14	-3.0
COc1ccc(C)cc1NC(=O)CN1C(=O)CSc2ccc(S(=O)(=O)N3CCCC3)cc21	-5	0.2	1	-4	-0.6	-3	107	0	10	-1.2
CCOc1ccc2oc(C(=O)N(CCOC)c3c(N)n(CC(C)C)c(=O)[nH]c3=O)c(C)c2c1	24	0.0	6	6	-1.0	4	98	-6	11	-1.4
CCOc1ccc(-c2cccc(NC(=O)COc3ccccc3)c2)nn1	0	0.0	1	-3	-0.3	0	97	-2	4	-0.8
COc1ccc(NC(=O)CN(C)C(=O)c2cn(-c3ccccc3)nc2-c2cccnc2)cc1	1	-0.2	-2	-9	-0.3	2	105	6	3	-2.4
O=C(CN(C(=O)c1csnn1)c1cccc2c1CCCC2)NCc1ccc(F)cc1	2	0.0	-4	-3	-0.4	-3	95	8	10	-2.0
COc1ccc(Cl)cc1-c1cc(C(=O)Nc2ccc(C(C)(C)C)cc2)[nH]n1	-16	1.0	-4	-3	0.9	-1	108	2	12	1.7
O=C(O)c1[nH]c2ccccc2c1CC(=O)N1CCN(c2ccccc2)CC1	1	-0.2	1	5	-1.2	0	98	0	3	-0.6
O=C(Nc1nc2ccccc2s1)c1cc(-c2ccccc2)nn1-c1ccccc1	-8	2.2	-1	-1	0.3	-10	99	-6	10	-1.1
CCOC(=O)c1sc(NC(=O)CN(CC(C)C)CC(C)C)c(C(=O)OCC)c1C	-11	2.9	1	3	-2.0	1	94	-5	6	-0.2
CCCCN(CC)C(=O)C1CCCN(S(=O)(=O)c2cccc3nsnc23)C1 (stereo not drawn)	-1	-0.1	0	2	-0.2	0	101	-8	8	4.0
O=C(CCNC(=O)Cn1ccc2ccccc2c1=O)NCCN1CCN(c2ccccc2F)CC1	4	0.1	2	-5	-1.1	2	97	4	-2	-1.1
CCNc1nc(NCC)nc(Oc2ccc(C(=O)OC)cc2)n1	-2	0.2	0	0	-0.1	0	93	2	4	-2.1
COC(=O)c1ccccc1S(=O)(=O)N1CCC(C(=O)NC2=NCCS2)CC1	-1	-0.3	-5	4	-0.9	1	95	-1	-2	-0.3
CC(C)OC(=O)c1cccnc1SCc1cc(=O)n2ccccc2n1	34	-0.3	2	-2	1.5	-4	101	1	1	-0.9
Cn1c(=O)c2c(nc(N/N=C3\CCCc4ccccc43)n2Cc2ccc(F)cc2)n(C)c1=O	3	0.5	3	5	-0.2	-2	96	3	5	-0.7
COc1ccc(C/C(C)=N/NC(=S)Nc2ccc(C(C)C)cc2)cc1	-7	0.1	-7	-3	-0.2	-2	96	4	9	-3.0
CCOc1ccc(NC(=O)CSc2nc(C)cc(C)n2)cc1	0	0.1	4	1	-0.1	0	96	-3	-3	-0.4
CCc1cc(-c2[nH]ncc2-c2ccc3c(c2)OCO3)c(O)cc1O	-14	0.0	-1	-6	0.3	-7	91	12	-2	19*
COC(=O)[C@]1(C)N[C@H](CN(C)C(=O)Nc2ccc(OC)cc2)[C@@H]2C(=O)N(Cc3ccccc3)C(=O)[C@@H]21	-2	0.0	-3	-2	-0.6	1	100	4	9	-1.2
CSCCCN1CCCC(CO)(Cc2ccccc2F)C1 (stereo not drawn)	2	-0.1	8	5	-0.2	-2	103	3	5	-1.3
Cn1c(Cn2nnc3ccccc32)nnc1SCC(=O)N1c2ccccc2CCc2ccccc21	-8	1.4	-1	-2	8.2	-1	102	-1	-2	-2.2
COc1ccccc1-c1cn(CC[C@@H]2CC[C@H](NC(=O)C3CCC3)[C@@H](CO)O2)nn1	.	1.4	12	4	.	.	.	-2	.	.
COc1ccc(CCN(C)C(=O)c2cc(=O)c3ccccc3o2)cc1OC	1	0.0	9	3	-0.4	0	93	7	3	-0.3
Cc1ccc2cc(C(c3nnnn3Cc3ccccc3)N3CCN(c4ccccc4)CC3)c(=O)[nH]c2c1 (stereo not drawn)	17	0.2	-1	-4	-0.3	-3	105	2	8	-0.4
CN(C(=O)c1cccc(NC(=O)Cc2ccc(NC(=O)C3CCCN(C(=O)C4CC4)C3)cc2)c1)C1CC1 (stereo not drawn)	-9	-0.2	2	2	0.4	8	97	-2	-8	0.8
C#CCN1N=C(c2ccc(C)cc2)CSC1=O	-4	-0.2	1	0	0.1	1	94	8	5	0.5
COc1cc(F)ccc1-c1cc(C(=O)NCC2CCCCC2)[nH]n1	-7	0.2	2	-9	-0.9	1	97	-5	2	1.2
CCOC(=O)c1sc2nc(C)nc(SCC(=O)NC3CCS(=O)(=O)C3)c2c1C (stereo not drawn)	6	0.2	7	4	0.0	-2	100	-4	25	0.3
CC(=O)Nc1nn(C)c2nc3ccc(C)cc3cc12	-1	0.0	3	2	0.1	4	109	6	-21	-2.3
O=C(Nc1ccc(NC(=O)c2ccccc2Br)cc1)c1ccccc1	0	0.0	-4	-3	0.8	-3	99	-10	5	0.4
C[C@@H]1CC[C@H](Cc2ccc(-n3cccc3)cc2)N1C(=O)OC(C)(C)C	-21	0.0	-5	-4	-1.2	-5	97	-3	18	5.6
CCOc1ccc(C2C(C#N)=C(N)Oc3cc(C)n(CCN4CCOCC4)c(=O)c32)cc1OCC (stereo not drawn)	-10	0.1	0	9	0.0	3	98	-2	-2	0.9
Cc1cccc(-n2cc(C(=O)O)c(=O)cc2C)c1	1	-0.1	1	-2	-1.7	3	101	-2	13	-2.3
Cc1cc(C(=O)COC(=O)c2ccc[nH]c2=O)c(C)n1CCc1ccc(F)cc1	1	0.0	2	-4	0.0	2	99	2	-6	-1.7

One compound at a time, as listed above. Screens in order: Cardio protect	aDG glyco act	ABHD5 PLIN5 PPI	m5-HT2A agonist	iPSC survival up	Glyco luc inh	ABCB6 inh 2	Exocytosis inh	MC4R antag cAMP	MC4R ag barr
CCOC(=O)c1sc2nc(C)nc(SCC(=O)NC3CCS(=O)(=O)C3)c2c1C (stereo not drawn) is listed with 6	0.2	7	4	0.0	-2	100	-4	25	0.3
COC(=O)[C@]1(C)N[C@H](CN(C)C(=O)Nc2ccc(OC)cc2)[C@@H]2C(=O)N(Cc3ccccc3)C(=O)[C@@H]21 is listed with -2	0.0	-3	-2	-0.6	1	100	4	9	-1.2

Bioassay records: PubChem BioAssay, several laboratories
